From PubChem
HGIII-sPLA2 inh = human group III sPLA2 inhibitors, primary screen, biochemical, QFRET, BODIPY PC-A2 liposome substrate | Group 3 secretory phospholipase A2 (Homo sapiens), Q9NZ20 | 0.56% of 370,000 active | inhibition, % at 12.2 µM | QFRET BODIPY PC-A2 liposome hydrolysis, fluorescence;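 active = inhibition above mean plus 3 SD of compounds lying within the high and low control bounds, cut at about 19% in these data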;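 note: 0% = median of test compound wells and 100% = no enzyme DMSO wells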
Rev-erbA mod = modulators of Rev-erb alpha DNA binding, primary screen, biochemical, FITC-DNA, fluorescence polarization, uHTS; Rev-erbα–FITC-DNA binding, 90 min; Nuclear receptor subfamily 1 group D member 1 (Homo sapiens), P20393; activity, % at 10 µM; AID 1259318, 2017; 0.79% of 370,000 active;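 active = activity above about 14%, limit read from the data; passing the limit was not always enough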;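 note: 0% = DMSO wells with 35 nM protein and 100% = DMSO wells with 750 nM protein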
Target sequence (P20393 whole entry, looked up): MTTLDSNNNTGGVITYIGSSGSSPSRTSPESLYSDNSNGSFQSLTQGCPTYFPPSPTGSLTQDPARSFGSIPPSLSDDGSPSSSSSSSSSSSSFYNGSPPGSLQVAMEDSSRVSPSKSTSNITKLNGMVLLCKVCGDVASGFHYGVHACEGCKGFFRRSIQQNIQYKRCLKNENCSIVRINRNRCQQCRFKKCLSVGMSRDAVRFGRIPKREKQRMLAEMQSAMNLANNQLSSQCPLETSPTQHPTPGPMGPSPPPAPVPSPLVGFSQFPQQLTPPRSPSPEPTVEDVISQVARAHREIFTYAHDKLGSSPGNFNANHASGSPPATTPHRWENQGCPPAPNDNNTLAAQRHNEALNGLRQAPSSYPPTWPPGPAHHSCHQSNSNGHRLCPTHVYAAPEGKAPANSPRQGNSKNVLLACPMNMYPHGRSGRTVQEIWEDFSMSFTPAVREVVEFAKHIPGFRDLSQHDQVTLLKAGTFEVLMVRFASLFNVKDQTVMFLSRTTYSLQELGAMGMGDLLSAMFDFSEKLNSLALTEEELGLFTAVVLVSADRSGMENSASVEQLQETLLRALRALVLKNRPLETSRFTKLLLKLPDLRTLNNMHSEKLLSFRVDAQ
DAX1 inh-1 = DAX1 (NR0B1) inhibitors on StAR promoter, primary screen, cell-based, luminescence, SF-1 (NR5A1), full-length DAX-1. HEK293T StAR-luciferase reporter, SF-1/DAX-1 repression relief. inhibition, % at 6.8 µM. 1.1% of 370,000 active. AID 652010, 2013;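 active = inhibition above the mean over all tested compounds plus 3 SD, cut at about 3.6% in these data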;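 note: 0% = DAX-1 cells with DMSO and 100% = cells lacking DAX-1 with DMSO; higher inhibition means more luminescence from relief of DAX-1 repression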
PG9 binder = binders of HIV-1 gp120 antibody PG9, primary screen, biochemical, TR-FRET; TR-FRET gp120-PG9 antibody binding; AID 624416, 2012; 0.43% of 360,000 active; inhibition, % at 6.7 µM; in the data active = inhibition above about 8.5%
hgDAF-12 ag = H. glycines DAF-12 receptor agonists, primary screen, cell-based, luminescence, HEK293, GAL4 fusion, UAS-luciferase; Nuclear hormone receptor DAF-12 (Heterodera glycines), GAL4 fusion; HEK293 GAL4-hgDAF12 UAS-luciferase reporter, agonist luminescence; normalized to butyrate control; activation, % at 6.8 µM; 1.8% of 370,000 active; AID 687014, 2013;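 active = activation above a cutoff set at the mean of all screened compounds plus 3 SD, cut at about 10% in these data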;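 note: 0% = DMSO wells and 100% = sodium butyrate wells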
ssDAF12 agonist = S. stercoralis DAF-12 nuclear receptor activators, primary screen, cell-based, luminescence, HEK293, GRIP1 co-expression, lit1-tk-luc; Nuclear hormone receptor DAF-12 (Strongyloides stercoralis); HEK293 ssDAF-12/GRIP1 lit1-tk-luc reporter; % of 3 µM dafachronic acid response; activation, % at 6.8 µM; 1% of 370,000 active; AID 652126, 2013;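 active = activation above the mean over all tested compounds plus 3 SD, cut at about 0.9% in these data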;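 note: 0% = DMSO-only wells and 100% = 3 µM delta7-dafachronic acid wells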
PLC-beta3 inh = human PLC-beta3 inhibitors, primary screen, biochemical, fluorescence; 1-phosphatidylinositol 4,5-bisphosphate phosphodiesterase beta-3 (Homo sapiens), Q01970; 0.18% of 370,000 active; Purified PLC-beta3, fluorogenic substrate; inhibition, % at 12.2 µM; in the data active = inhibition above about 11%;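 note: 0% = median of compound wells on plate and 100% = full blocker control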
DAX1 inh-2 = DAX1 (NR0B1) inhibitors, primary screen, cell-based, HEK293, Gal4-DAX1, luciferase luminescence. Nuclear receptor subfamily 0 group B member 1 (Homo sapiens), P51843. HEK293 Gal4-DAX1 luciferase reporter. inhibition, % at 6.75 µM. 0.99% of 340,000 active. AID 504766, 2011;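 active = inhibition above the mean over all tested compounds plus 3 SD, cut at about 4.2% in these data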;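 note: 0% = DAX1-transfected cells with DMSO and 100% = empty-vector control cells with DMSO; inhibition shows as a rise in luminescence from relieved DAX1 repression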
Target sequence (P51843 207-470 limits assumed): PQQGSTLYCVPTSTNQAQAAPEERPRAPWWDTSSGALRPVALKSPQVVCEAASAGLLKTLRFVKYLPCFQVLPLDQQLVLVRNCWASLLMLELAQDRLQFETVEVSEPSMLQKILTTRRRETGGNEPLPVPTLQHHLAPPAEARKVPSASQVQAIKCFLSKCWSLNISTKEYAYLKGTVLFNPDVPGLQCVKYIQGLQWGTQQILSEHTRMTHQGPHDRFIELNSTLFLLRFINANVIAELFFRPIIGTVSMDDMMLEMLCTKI
GAA850 FXN act = FXN promoter activators, primary screen, cell-based, luciferase luminescence, HEK293 lucGAA850; HEK293 lucGAA850 FXN promoter luciferase reporter, 24 h; percent of 10 µM SAHA response; activation, % at 6 µM; 0.56% of 360,000 active; AID 540364, 2011;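 active = activation above the average of all compounds screened plus 3 SD, cutoff fixed separately per campaign, cut at about 7.5% in these data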;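 note: 0% = DMSO wells and 100% = 10 µM SAHA wells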
hcDAF-12 act = H. contortus DAF-12 nuclear receptor activators, primary screen, cell-based, luminescence, HEK293, lit1-tk-luc reporter; activation, % at 6.8 µM; HEK293 hcDAF-12 lit1-tk-luc reporter; 0% DMSO, 100% Δ7-dafachronic acid; AID 652067, 2013; 1.4% of 370,000 active;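 active = activation above the mean of all tested compounds plus 3 SD, cut at about 5.5% in these data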;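 note: 100% = response to 3 µM Δ7-dafachronic acid high control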
SMARCA2 act = SMARCA2 (BRM) function activators, primary screen, cell-based, luminescence, high throughput | MG213 cells, MMTV-luciferase reporter, dexamethasone, overnight | activation, % at 9.1 µM | 1% of 370,000 active; in the data active = activation above about 7.8%;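 note: 0% = vehicle wells and 100% = reference activator wells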
Numbers without * were called inactive; x = not tested or not shown.

SMILES | HGIII-sPLA2 inh | Rev-erbA mod | DAX1 inh-1 | PG9 binder | hgDAF-12 ag | ssDAF12 agonist | PLC-beta3 inh | DAX1 inh-2 | GAA850 FXN act | hcDAF-12 act | SMARCA2 act
C/C(=N\NC(=O)c1cccc(S(=O)(=O)N2CCOCC2)c1)c1ccc(C#N)cc1 | -2 | -2 | 0.3 | -3.4 | 0.1 | -1.4 | -3 | 0.0 | 0.6 | -1.2 | 1
Cc1cccc(NC(=O)c2ccccc2OCC(=O)c2ccccc2)c1 | -5 | -2 | -0.1 | -2.5 | 1.7 | -1.4 | 1 | 0.2 | -1.9 | 0.6 | 4
CCOCCc1nnc(NC(=O)c2cccc(F)c2)s1 | 10 | 1 | 0.2 | 2.0 | 6.8 | -0.1 | 5 | 1.0 | 3.2 | 2.0 | 0
Cc1cc(=O)n2nc(N3CCC(C(=O)NCc4ccc(F)cc4)CC3)sc2n1 | -2 | -5 | 1.1 | -1.3 | 1.1 | -1.1 | -6 | 0.7 | 0.8 | 0.4 | -2
Cc1cc(Nc2cccc(F)c2)n2nc(C)nc2n1 | 7 | -10 | -0.4 | -0.1 | -0.8 | -0.8 | -4 | 1.2 | -0.8 | 2.3 | -1
COc1ccc(-c2cc(C(=O)O)sc2C)cc1 | 4 | 6 | 1.8 | 0.9 | 0.8 | -1.7 | -5 | 0.1 | 1.8 | -0.6 | 1
CC(=O)OC1CC(c2cc(C(C)(C)C)c(O)c(C(C)(C)C)c2)=NO1 (stereo not given) | -4 | 8 | 0.2 | -0.2 | -1.7 | -1.9 | -4 | -0.3 | -1.1 | -1.9 | -2
CCOC(=O)N1CCN(c2cc(=O)n(-c3cccc(Br)c3)c(=O)[nH]2)CC1 | -6 | -4 | -0.7 | 0.2 | 0.3 | -1.0 | 2 | -0.2 | -0.3 | -0.1 | -2
C[C@@H](NC(=O)[C@@H]1Cc2ccccc2CN1C(=O)OC(C)(C)C)C(=O)NCC1CCCO1 (stereo not given in full) | 2 | -1 | 0.4 | -2.1 | 0.0 | -0.6 | -2 | 0.4 | 1.0 | -2.1 | -3
CC(C)OP(=O)(OC(C)C)C(O)c1cccc([N+](=O)[O-])c1 (stereo not given) | -4 | 10 | 0.2 | 0.2 | -2.2 | -0.5 | -3 | 3.4 | 1.8 | -1.0 | 2
Cc1cc2nnc(SCC(=O)NCC3CCCO3)n2c2ccccc12 (stereo not given) | 1 | 3 | -0.6 | -0.5 | -0.4 | -1.7 | -4 | -0.1 | -1.3 | -1.6 | 2
O=C(OCc1ccccc1)N1C[C@H](O)[C@H](O)C[C@@H]1c1c(Cl)cccc1Br | -11 | -5 | -0.8 | -1.0 | -2.0 | 0.3 | -1 | x | x | -1.6 | -3
COc1ccc(-c2c(C3=CCCCC3)oc3ccc(-c4ccc5c(c4)OCO5)cc23)cn1 | 1 | 2 | -0.6 | -1.7 | 2.2 | -0.8 | -1 | -0.4 | -4.0 | -0.6 | 0
COc1cccc(N2C(=NC(=O)C3CCCO3)SC3CS(=O)(=O)CC32)c1 (stereo not given) | 5 | -3 | -0.3 | -1.1 | 1.9 | -0.7 | -6 | 0.5 | -0.6 | 1.2 | -2
COc1ccc(N2CCN(C(=O)COC(=O)CNC(=O)c3ccc(Cl)cc3Cl)CC2)cc1 | -1 | 8 | 1.7 | -3.4 | 2.0 | -1.1 | -4 | -0.2 | -0.4 | 0.1 | 2
CCCn1c(SC(C)C(=O)NC2CC2)nnc1-c1ccncc1 (stereo not given) | 8 | -1 | -0.4 | -1.7 | 3.2 | -0.1 | 0 | 0.6 | 3.0 | 0.1 | 6
Cc1ccc(S(=O)(=O)CCC(=O)N(C)C2CCCCC2)cc1 | -1 | -1 | 0.5 | -0.9 | 0.5 | -0.8 | -5 | -0.2 | -1.0 | 0.4 | -1
CN(C)S(=O)(=O)c1ccc(C(=O)NCC(=O)N/N=C/c2ccccc2)cc1 | -7 | 7 | 0.4 | -1.2 | -0.1 | 0.8 | 3 | -0.1 | 1.2 | 4.0 | 3
CCn1c(Cn2nnc(-c3ccccc3)n2)nnc1SCC(=O)Nc1cccc(C)c1C | -19 | -1 | -1.3 | -0.5 | -2.7 | -1.1 | 3 | 0.6 | -2.3 | -1.7 | -4
Cc1ccc(C(=O)OCC(=O)N2CC(=O)Nc3ccccc32)s1 | -4 | 5 | 0.7 | 0.4 | 2.0 | -0.6 | 1 | -0.3 | -2.6 | -1.8 | 2
O=S(=O)(Nc1ccc(N2CCOCC2)cc1)c1ccc(Cl)s1 | -1 | 9 | -0.5 | 0.1 | -0.5 | -0.6 | 0 | -0.4 | -1.9 | -0.5 | -3
COC(=O)c1ccc2c(=O)n(C3CCCCC3)c(SCC#N)nc2c1 | 5 | 5 | -0.7 | -0.5 | -0.3 | -0.7 | 2 | 0.4 | 0.4 | 0.8 | -4
Cc1ccc(Cn2c(C)nc3ccc([N+](=O)[O-])cc3c2=O)cc1 | -5 | -3 | -0.6 | -0.8 | 0.3 | -1.5 | -2 | -0.6 | -0.1 | 0.8 | -2
COc1ccc(-c2c(C#N)c(SCC(=O)c3cc4ccccc4oc3=O)nc(C)c2C(=O)Nc2ccccc2)cc1 | -3 | 9 | -0.2 | -2.3 | 2.4 | -0.5 | -3 | -1.4 | -0.1 | -1.5 | 0
Fc1ccc(CSc2nc3ccccc3[nH]2)cc1 | 8 | 2 | 3.4 | -1.9 | 12* | -0.2 | -4 | 3.3 | 2.2 | 3.1 | 1

Later entries.
SMILES | HGIII-sPLA2 inh | Rev-erbA mod | DAX1 inh-1 | PG9 binder | hgDAF-12 ag | ssDAF12 agonist | PLC-beta3 inh | DAX1 inh-2 | GAA850 FXN act | hcDAF-12 act | SMARCA2 act
C[C@H]1[C@H](c2ccccc2)Oc2cccc(NCCc3ccccc3)c2S(=O)(=O)N1Cc1ccc(F)cc1 | -1 | -1 | 0.8 | -0.6 | 2.7 | -1.0 | 3 | x | x | -0.1 | 6
Cn1c(SCC#N)nc2ccccc2c1=O | -2 | 0 | 0.0 | -0.1 | 0.8 | -1.3 | -5 | 0.4 | 0.4 | 2.8 | -3
O=C(O)c1ccc(N/N=C/C2=Cc3ccccc3OC2)cc1 | -35 | -3 | 4.1* | -4.8 | 19* | 0.3 | -115 | 11* | 5.8 | 3.1 | 0
CCCN(CCC)CCCNC(=O)c1ccc2c(c1)N(CC)C(=O)c1ccccc1S2=O (stereo not given) | 2 | 1 | -0.3 | -0.2 | -0.5 | -1.0 | -2 | 0.6 | -4.5 | -1.4 | 3
CCCCNC(=O)CN(CCc1ccccc1)S(C)(=O)=O | 6 | -4 | 1.4 | -1.1 | -2.1 | -1.5 | 0 | 2.6 | -3.2 | -2.2 | -3
CC1CCCC(NC(=O)NC(=O)COC(=O)c2ccc(O)cc2O)C1C (stereo not given) | -30 | 11 | -1.2 | -1.4 | -1.6 | -0.7 | -4 | 0.4 | -0.9 | 0.3 | -3
Cc1ccc(C(=O)ON=C2CCN(S(=O)(=O)c3ccccc3)CC2)cc1 | -5 | 2 | -0.2 | -2.4 | 0.9 | -1.1 | 5 | -0.4 | 3.0 | -1.6 | 0
CCOC(=O)[C@H]1[C@H]2COc3ccc(Cl)cc3[C@@H]2N2C(=O)c3ccc(F)cc3NC(=O)[C@@]12C | -9 | 9 | -0.3 | 3.8 | 0.0 | -0.8 | -3 | 0.5 | -10.0 | -1.2 | -1
O=C(CN1CCN(Cc2ccccc2)CC1)Nc1ccc(Br)cc1 | -4 | -1 | -0.3 | -0.7 | -2.6 | -0.7 | -8 | -0.4 | 0.7 | -0.8 | -2
CCC(C)[C@@H](C(=O)Nc1ccc2c(c1)OCO2)N1Cc2ccccc2C1=O (stereo not given in full) | -4 | 0 | -0.2 | -2.0 | -1.3 | -1.6 | 0 | 1.0 | -8.0 | 0.5 | 2
COC(=O)C(NC(C)=O)(Nc1sc2c(c1C(N)=O)CCCC2)C(F)(F)F (stereo not given) | -4 | -4 | 0.1 | -2.0 | -0.6 | -0.7 | -4 | 0.0 | 4.2 | -2.1 | 0
COc1cc(-c2noc(C)c2C(=O)NCCCN2CCCC2=O)cc(OC)c1OC | 6 | 1 | -0.3 | -0.4 | 1.4 | -1.3 | -1 | -0.5 | 2.2 | -0.6 | 1
COc1cccc(CNS(=O)(=O)c2ccc3c(c2)N(C(C)=O)CCO3)c1 | 5 | 0 | -1.8 | -2.7 | 0.9 | -1.7 | -3 | -0.3 | -0.7 | -1.0 | 3
COCCn1c(=S)[nH]c2cc(C(=O)NC3CCCCCC3)ccc2c1=O | 7 | -5 | 1.1 | -2.2 | -1.4 | -1.3 | 0 | 0.5 | -1.6 | 0.2 | -2
Cn1cc(Br)c(C(=O)N2CCCCCC2)n1 | 6 | -8 | 0.1 | 1.0 | 2.0 | -1.0 | -6 | 0.7 | -1.5 | 1.4 | -2
COCCNC(=O)c1cc(S(=O)(=O)N2CCCCC2)ccc1N1CCOCC1 | 2 | -2 | -0.6 | 0.2 | -0.3 | -1.1 | -6 | -0.5 | 1.0 | 0.3 | -3
CCCCNC(=S)N(CCN(CC)CC)Cc1cc2cc3c(cc2[nH]c1=O)OCO3 | 16 | 2 | 0.0 | 0.8 | -0.6 | -1.2 | -36 | -1.9 | -0.3 | -1.9 | 0
Nc1ccc(C(=O)NC2CCSc3ccccc32)cc1[N+](=O)[O-] (stereo not given) | -2 | 4 | 1.9 | -1.0 | 2.1 | -0.6 | -6 | 0.2 | 2.1 | 2.0 | 1
COc1ccc(N(C)C(=O)C2CCN(S(=O)(=O)c3cccc4nonc34)CC2)c(OC)c1 | 7 | 2 | 0.4 | 1.0 | -0.8 | -1.2 | -7 | 0.5 | -0.5 | -2.0 | 0
